HEK293 viab – counter-screen for SNCA expression inhibitors: cell viability | 150,000 compounds, 0.12% hits | HEK-293-SNCA-luc viability, GF-AFC fluorescence, 24 h | Potency, µM (highest dose often 57.1 µM), for the others: at the highest dose activity change, negative = cytotoxicity, actives largely listed as cytotoxic | AID 1671193;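 further: potency means the concentration at half of the fitted maximal effect; 0% = DMSO-treated cells and -100% = medium-only wells without cells; nearly all actives have a fitted effect of over 30% in size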
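HEK-293-SNCA-luc cells (1500/well) plated 24 h, then exposed 24 h to a dilution series; GF-AFC added 30 min at 37C, fluorescence 405/540 nm; normalised to medium-only and DMSO wells, Hill fit.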
3T3 cytotox – cytotoxic compounds in NIH 3T3 cells | Potency, µM (highest dose often 96.7 µM), for inactives: at the highest dose activity change, negative = cytotoxicity, usual class: inhibitors | 94,000 compounds, 4.3% hits | NIH 3T3 viability, CellTiter-Glo ATP luminescence, 48-72 h; further: potency means the concentration at half of the fitted maximal effect; nearly all actives have a fitted effect of over 55% in size
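ATP-dependent luminescence (CellTiter-Glo) served as the viability signal for NIH 3T3 cells treated with compound for 48 or 72 hr at 37 °C.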
Luciferase inh – blocks purified firefly luciferase enzyme activity. P08659. purified P. pyralis luciferase, luminescence, biochemical. Potency, µM (top dose mostly 115 µM), for the others: at the top dose activity change, negative = inhibition, usual class: inhibitors. 76,000 compounds, 2.5% hits; further: potency means the concentration at half of the fitted maximal effect; nearly all actives have a fitted effect of over 65% in size
Target sequence (P08659 whole entry, looked up): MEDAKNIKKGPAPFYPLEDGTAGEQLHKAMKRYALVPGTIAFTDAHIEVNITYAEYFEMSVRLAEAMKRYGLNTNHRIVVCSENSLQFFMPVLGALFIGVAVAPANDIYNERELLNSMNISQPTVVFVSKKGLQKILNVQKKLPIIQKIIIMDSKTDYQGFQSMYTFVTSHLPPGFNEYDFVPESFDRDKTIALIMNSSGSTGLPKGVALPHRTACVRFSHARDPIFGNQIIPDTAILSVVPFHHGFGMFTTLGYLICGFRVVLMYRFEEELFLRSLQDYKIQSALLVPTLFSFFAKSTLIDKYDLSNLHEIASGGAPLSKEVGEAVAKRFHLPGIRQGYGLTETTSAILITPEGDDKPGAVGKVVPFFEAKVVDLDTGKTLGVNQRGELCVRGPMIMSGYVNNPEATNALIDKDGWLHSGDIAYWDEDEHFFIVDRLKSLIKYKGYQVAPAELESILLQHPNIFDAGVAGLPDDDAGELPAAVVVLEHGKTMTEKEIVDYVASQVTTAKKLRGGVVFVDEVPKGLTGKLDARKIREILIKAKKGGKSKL
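Purified P. pyralis luciferase (10nM final) in 50mM Tris acetate pH 7.5, 10mM Mg acetate, 0.01% Tween-20, 0.05% BSA with 10uM D-luciferin and 10uM ATP. Compounds titrated qHTS. Luminescence imaged on CCD.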
HEK293 tox – kills HEK 293 cells; HEK 293 viability, ATP luminescence (CellTiter-Glo), 48-72 h; Potency, µM (series often up to 115 µM), without a hit: top-dose activity change, negative = cytotoxicity, actives largely listed as inhibitors; 94,000 compounds, 6.6% hits; AID 1345083; further: potency means the concentration at half of the fitted maximal effect; nearly all actives have a fitted effect of over 60% in size
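CellTiter-Glo luminescence (cellular ATP) was read after 48 or 72 hr of compound exposure at 37 degree Celsius. Cells were HEK 293 plated at 250 cells/well.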
SNCA expr inhib – reduces expression of the alpha-synuclein gene; 140,000 compounds, 0.17% hits; AID 1671194; HEK-293 SNCA-luciferase knock-in, luminescence, 24 h; Potency, µM (top dose mostly 57.2 µM), for the others: top-dose activity change, negative = inhibition, most hits filed as inhibitors;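 further: potency means the concentration at half of the fitted maximal effect; plate controls were DMSO cells for no effect and cell-free wells for full effect; nearly all actives have a fitted effect of over 45% in size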
IP6K1 inhibitor – inhibitors of human IP6K1 | AID 1645851 | activity change, % (series mostly up to about 58 µM) | 140,000 compounds, 0.81% hits | IP6K1 kinase, ADP-Glo luminescence, 2 h; active compounds read low; in the data active means activity change below about -25%
Target sequence (Q92551 whole entry, looked up): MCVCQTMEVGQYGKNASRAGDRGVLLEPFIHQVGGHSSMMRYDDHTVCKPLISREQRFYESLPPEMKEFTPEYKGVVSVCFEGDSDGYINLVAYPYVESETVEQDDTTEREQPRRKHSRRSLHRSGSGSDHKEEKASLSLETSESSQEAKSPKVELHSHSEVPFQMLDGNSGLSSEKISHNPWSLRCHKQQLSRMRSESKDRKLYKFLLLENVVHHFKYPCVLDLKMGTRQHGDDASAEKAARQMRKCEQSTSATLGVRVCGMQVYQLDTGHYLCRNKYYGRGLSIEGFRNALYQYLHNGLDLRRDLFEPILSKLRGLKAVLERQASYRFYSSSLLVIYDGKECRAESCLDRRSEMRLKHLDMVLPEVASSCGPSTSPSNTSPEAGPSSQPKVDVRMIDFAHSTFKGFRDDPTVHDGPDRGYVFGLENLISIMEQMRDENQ
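ADP-Glo luminescence measures ADP made by human IP6K1 during a 2 h RT reaction with ATP/IP6 (mix at 1.3 mM/130 uM); top library doses 57.5 and 19.1 uM final.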
GPT2 inhibitor – blocks human glutamate pyruvate transaminase 2; Recombinant GPT2, coupled pyruvate oxidase/HRP Amplex Red fluorescence; Potency, µM (top dose mostly 57.7 µM), for the others: at the top dose activity change, negative = inhibition, most hits filed as inhibitors; AID 1671188; 100,000 compounds, 0.25% hits; further: potency means the concentration at half of the fitted maximal effect; nearly all actives have a fitted effect of over 60% in size; many of its hits are not listed in these tables
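Fluorescence of coupled pyruvate oxidase/HRP/Amplex Red system (50uM Amplex, 30 min, dark) reports pyruvate formed by GPT2. Enzyme reaction: 10ng/uL GPT2, 2mM L-alanine, 250uM a-KG, 30 min room temperature, pH 7.5; 50uM AOA control.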
An asterisk follows results filed as active; i = inactive; ? = inconclusive; nt = not tested or not shown; & = joins results of further samples; [ ] = remark or other dose. Unless noted, the call rests on the fitted dose curve; in most records, active means well fitted curve in the direction sought with a large enough effect; inconclusive means small, poorly fitted or top-dose-only effect, or another doubt; inactive means no such curve, though single readings can be large; an effect the other way counts as inactive or inconclusive. Unless noted, on the % scale 0 is the no-effect control and ±100 the full control effect. Some of the compounds tested. The share of hits here may be higher or lower than overall.

Start of the listing, in advance (2 entries):
Each structure is followed by: HEK293 viab | 3T3 cytotox | Luciferase inh | HEK293 tox | SNCA expr inhib | IP6K1 inhibitor | GPT2 inhibitor
- CCOc1ccc2c(n1)CCNC2
  2.6%[12.5 µM] | 4.3% | -6.6% | 12.8% | 17.5% | -26.4* | 1.8%
- CP(=O)(O)C1=CCNCC1
  5.6% | nt | nt | nt | -1.4% | nt | 4.5%

The listing, from the start:
Each structure is followed by: HEK293 viab | 3T3 cytotox | Luciferase inh | HEK293 tox | SNCA expr inhib | IP6K1 inhibitor | GPT2 inhibitor
- CCOc1ccc2c(n1)CCNC2
  2.6%[12.5 µM] | 4.3% | -6.6% | 12.8% | 17.5% | -26.4* | 1.8%
- CP(=O)(O)C1=CCNCC1
  5.6% | nt | nt | nt | -1.4% | nt | 4.5%
- COc1cccc(S(=O)(=O)N2[C@H]3CC[C@@H]2c2cnc(C)nc2C3)c1
  2.8% | -8.3% | 0.0% | i | -13.6% | -0.9 | i
- CCc1cnc(N2CCC3(CC2)C(=O)Nc2cc(Oc4ccccc4)c(OC)cc23)nc1
  -13.4%[87.6 µM] | 39.8µM* | -6.4%[172 µM] | 44.7µM* | ? | -14.4 | -14.2%[88.5 µM]
- COC(=O)[C@@H](N)CCCN/C(N)=N/[N+](=O)[O-]
  33.0%[23.9 µM] | nt | nt | nt | -33.4%[25.6 µM] | 17.4 | 4.7%
- O=C(Cc1ccc(Cl)cc1)N1CCCN(CCn2nc3n(c2=O)CCCC3)CC1
  nt | -7.1% | nt | 0.5% | nt | 0.0 | nt
- COc1ccc(-c2cc([C@H]3CN4CC[C@H]3C[C@@H]4CNS(=O)(=O)c3ccc(Cl)cc3)n(C)n2)cc1OC
  3.1% | ? | -1.8% | 28.2µM* | 37.7%[activator] | -3.5 | -0.4%
- CN(C)C(=O)[C@H]1CN2CCC1C[C@@H]2Cn1cc(-c2cccc(O)c2)nn1 (stereo partly specified)
  3.9%[87.6 µM] | -15.6%[174 µM] | 9.8%[172 µM] | 4.1%[172 µM] | -1.4%[87.6 µM] | 1.4 | 0.8%[88.5 µM]
- O=C(N1[C@H]2CC[C@@H]1c1cnc(-c3ccc(F)cc3)nc1C2)C1(c2ccccc2)CC1
  -15.5% | ? | 9.1% | ? | ? | -3.4 | ?
- CCc1cc(OC)c(C[C@H](C)N)cc1OC
  62.9% | nt | nt | nt | 73.3% | -15.0 | i
- O=C(CCn1cccn1)N1C[C@H](c2cccc(F)c2F)[C@@H]2[C@H]1C1CCN2CC1
  12.7% | -19.4% | -6.1% | -11.9% | 4.0% | -32.7* | 4.1%[11.5 µM]
- COc1ccc(C(=O)N2[C@H]3CC[C@@H]2c2cnc(C)nc2C3)c(OC)c1
  7.4% | -10.1% | 0.3% | -12.0% | 1.8% | 8.9 | ?
- CCN(CC)CCSc1nc2ccccc2c(=O)n1-c1ccc(Cl)cc1
  ? | nt | nt | nt | 12.0% | 0.6 | nt
- O=C(NC(=O)c1c(F)cccc1F)Nc1cc(Cl)c(OC(F)(F)C(F)C(F)(F)F)cc1Cl (stereo unspecified)
  -0.8%[23.9 µM] | nt | nt | nt | -33.1%[25.6 µM] | -8.9 | i
- Cc1cc(C(=O)N2[C@H]3CC[C@@H]2c2cnc(-c4ccc(F)cc4)nc2C3)nn1C
  -8.7% | ? | 11.8% | ? | 7.2% | 30.7 | -7.1%
- COc1ccc(-c2cn(C[C@H]3C[C@@H]4CCN3C[C@@H]4C(=O)NC(C)C)nn2)cc1
  4.7%[87.6 µM] | i | -3.2%[172 µM] | -0.5%[172 µM] | 6.0%[87.6 µM] | -4.6 | -4.5%[88.5 µM]
- Cc1ccc2c(n1)N(C)[C@H](CO)CCN(CC(C)C)C2
  2.4%[87.6 µM] | ? | 1.1%[230 µM] | ? | 12.9%[87.6 µM] | -8.2 | 3.8%[88.5 µM]
- CC(=O)Nc1ccc(-c2ccc(=O)n3c2[C@@H]2C[C@@H](CN(C(=O)c4cccs4)C2)C3)cc1
  0.5%[87.6 µM] | i | 2.2%[172 µM] | ? | 46.3%[activator][87.6 µM] | 3.6 | 4.0%[88.5 µM]
- CC(=O)c1ccc(NC(=O)NC[C@H]2C[C@@H]3CCN2C[C@@H]3CN2CCOCC2)cc1
  7.4%[87.6 µM] | -21.3%[174 µM] | -9.3%[172 µM] | 0.0%[172 µM] | -5.2%[87.6 µM] | -5.0 | -26.7%[88.5 µM]
- O=C(NCCN1CCC2(CC1)C(=O)NCN2c1cccc(F)c1)c1ccc2ccccc2c1
  ? | nt | nt | nt | nt | -15.5 | i
- O=C1CC2CCN(Cc3cccnc3)CC2CCN1 (stereo unspecified)
  -2.1%[87.6 µM] | i | nt | i | ? | -21.1 | -1.6%[88.5 µM]
- Cc1ccccc1CN1CCC(N2CCC(n3c(=O)[nH]c4ccccc43)CC2)CC1
  -21.3% | nt | nt | nt | nt | 21.0 | -3.8%
- FC(F)(F)CN1C2CCC1CN(c1cncc(Cl)c1)C2
  1.3% | -5.2% | nt | -7.3% | -6.9% | -4.6 | -4.0%
- O=C1NCc2ccccc2CC12CCCN(Cc1ccncc1)C2 (stereo unspecified)
  -3.1% | 1.6% | nt | -7.0% | -18.9% | 1.5 | i
- Cc1cccnc1CN1CCN2C(=O)N(c3ccccc3)C[C@H]2C1
  -1.0%[87.6 µM] | -13.4%[138 µM] | 5.1%[172 µM] | -8.0%[172 µM] | 47.7%[activator][87.6 µM] | 7.8 | -15.4%[88.5 µM]
- O=C(Nc1ccc(=O)n2c1[C@@H]1C[C@@H](CN(S(=O)(=O)c3ccccc3)C1)C2)c1cccnc1
  -15.9% | i | -2.9% | ? | 2.0% | 2.6 | i
- COc1ccc(NC(=O)c2cccn(Cc3ccc(Cl)cc3)c2=O)c(OC)c1
  -8.2% | nt | nt | nt | -19.0% | 0.7 | nt
- NC(=O)[C@@H](CC1CC1)[C@@H](CCC(F)(F)F)C(=O)N[C@H]1N=C(c2ccccc2)c2cccc(F)c2NC1=O
  -9.7% | nt | nt | nt | nt | 10.6 | 0.3%
- Cn1cccc1CN1CCC2(CN[S+](=O)([O-])c3cccnc3O2)C1 (stereo unspecified)
  2.4% | i | nt | i | -22.4% | 6.2 | i
- C[C@H]1O[C@@H](O[C@H]2CC[C@]3(CO)C4CC[C@]5(C)[C@@H](C6=CC(=O)OC6)CC[C@]5(O)[C@@H]4CC[C@H]3C2)[C@H](O)[C@H](O)[C@@H]1O[C@@H]1O[C@H](CO)[C@@H](O)[C@H](O)[C@H]1O (stereo partly specified)
  ? | nt | nt | nt | nt | 10.4 | i
- Nc1ccc(CCN2CCN(c3cccc(C(F)(F)F)c3)CC2)cc1
  -2.7% | nt | nt | nt | -17.3% | nt | i
- C[C@]12CC[C@@H](O[C@@H]3O[C@H](CO)[C@@H](O)[C@H](O)[C@H]3O)C[C@@]1(O)CCC1C2CC[C@]2(C)[C@@H](C3=CC(=O)OC3)CC[C@]12O (stereo partly specified)
  ? | nt | nt | nt | nt | 3.2 | -2.0%[27.3 µM]
- COCc1cn(C[C@H]2C[C@@H]3CCN2C[C@@H]3C(=O)N2CCCC2)nn1
  4.2%[87.6 µM] | -6.3%[174 µM] | 0.3%[172 µM] | 3.6%[172 µM] | -7.8%[87.6 µM] | 6.3 | -2.5%[88.5 µM]
- O=C1CC2CCN(CC3CCNC3)CC2CCN1 (stereo unspecified)
  11.9%[87.6 µM] | -1.0%[174 µM] | nt | -2.4%[230 µM] | 13.2%[87.6 µM] | -12.5 | 3.5%[88.5 µM]
- O=C(NC[C@H]1C[C@@H]2CCN1C[C@@H]2CN1CCN(c2ccc(F)cc2)CC1)Nc1cccc(F)c1
  -10.9% | 22.4µM* | -3.5% | 28.2µM* | ? | 8.6 | -2.7%
- CS(=O)(=O)N1C[C@H]2CCN(Cc3ccc[nH]3)C[C@H]21
  1.8%[12.5 µM] | -5.8% | 1.1% | ? | 33.9%[activator] | 18.0 | -1.9%
- COCCNC(=O)[C@H]1CN2CC[C@H]1C[C@@H]2Cn1cc(-c2ccccc2)nn1
  3.2%[87.6 µM] | -16.2%[174 µM] | 6.8%[172 µM] | -2.3%[172 µM] | 2.0%[87.6 µM] | 7.8 | -7.3%[88.5 µM]
- CCOC(=O)Nc1ccc(NCc2ccc(F)cc2)cc1N
  ? | nt | nt | nt | -34.3% | 3.7 | ?
- CO[C@H]1C[C@H](O[C@H]2CC[C@@]3(C)C(=CCC4C3CC[C@]3(C)[C@@H](C5=CC(=O)OC5)CC[C@]43O)C2)O[C@@H](C)[C@@H]1O[C@@H]1O[C@H](CO[C@@H]2O[C@H](CO)[C@@H](O)[C@H](O)[C@H]2O)[C@@H](O)[C@H](O)[C@H]1O (stereo partly specified)
  -1.8%[12.5 µM] | nt | nt | nt | nt | 8.9 | 1.0%[17.1 µM]
- CCOC(=O)[C@H]1CN(C(=O)CC2CCCC2)[C@]2(C)C(=O)N(CC3CC3)c3ccccc3[C@H]12
  -9.4%[23.9 µM] | ? | nt | ? | ? | 6.7 | ?
- O=c1c2ccccc2nc(/C=C/c2ccccc2)n1-c1ccccc1F
  9.4% | nt | nt | nt | ? | 7.8 | nt
- C#C[C@H]1CN2CC[C@H]1C[C@@H]2CNC(=O)Nc1cccc(C(F)(F)F)c1
  -6.3%[87.6 µM] | ? | -1.7%[172 µM] | ? | 3.9%[87.6 µM] | 3.7 | -7.9%[88.5 µM]
- CN(C)[C@@H]1C(=O)C(C(N)=O)=C(O)[C@@]2(O)C(=O)C3=C(O)c4c(O)ccc(Cl)c4[C@@](C)(O)C3C[C@@H]12 (stereo partly specified)
  -48.4% | nt | nt | nt | nt | 15.6 | i
- N#CC1(c2ccccc2)CCN(C(=O)c2ccc3nccn3c2)CC1
  -0.7% | -26.4% | -0.2% | -13.6% | 6.0% | -10.1 | 4.7%
- Cc1ccc(C(=O)NC[C@H]2C[C@@H]3CCN2C[C@@H]3c2cc(-c3ccc(F)cc3)nn2C)cc1
  -15.7%[87.6 µM] | 25.1µM* | -5.7%[172 µM] | 25.1µM* | ? | -2.9 | 4.4%[88.5 µM]
- COc1cc2c(cc1Oc1cccc(N(C)C)c1)NC(=O)C21CCN(C(=O)CN2CCOCC2)CC1
  -3.8% | -19.6% | -20.2% | ? | -2.8% | -14.7 | -3.3%
- CCOc1ccc2nc(NC(=O)c3cccn(Cc4ccc(C)cc4)c3=O)sc2c1
  2.4% | nt | nt | nt | -1.7% | 6.8 | nt
- CN1CCC(NC2CCOCC2)CC1
  11.1% | -23.5% | -10.1% | -12.7% | 4.3% | -15.0 | 1.4%
- C#C[C@H]1CN2CC[C@H]1C[C@@H]2CNCc1ccc(OC)cc1
  -1.1%[87.6 µM] | ? | -5.8%[230 µM] | ? | 2.4%[87.6 µM] | -7.4 | -2.8%[88.5 µM]
- CCOC(=O)c1cncn1C(C)c1ccccc1 (stereo unspecified)
  -4.9% | nt | nt | nt | 24.5%[25.6 µM] | 23.2&-3.8 | ?
- O=C(Cc1cccc(Cl)c1)N1CCCN(CCn2nc3n(c2=O)CCCC3)CC1
  nt | i | nt | 4.3% | nt | -11.9 | nt

Screens as filed in PubChem.
